GPR151 ag: activates the human receptor GPR151. Q8TDV0. PathHunter beta-arrestin GPR151 cells, luminescence. activation, % at 11.2 µM. 1% of 650,000 active. AID 1508602; in the data active means activation above about 4.9%;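 further: 0% = median of compound wells and 100% = cells with positive control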
MITF primary: blocks human microphthalmia-associated transcription factor; O75030; 0.91% of 650,000 active; AID 1259374; AlphaScreen MITF homodimerization, bead proximity signal; inhibition, % at 2.6 µM; in the data active means inhibition above about 50%;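 further: 0% = vehicle wells with protein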
TEAD-YAP block: TEAD-YAP interaction inhibition. inhibition, % at 9.12 µM. 1.4% of 640,000 active. AID 1259422. HEK-TIYL cells, TEAD-Gal4/YAP UAS-luciferase luminescence; in the data active means inhibition above about 32%;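 further: 0% = median of test compound wells and 100% = reference inhibitor wells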
FBW7 act: human FBW7 E3 ligase activation, primary screen | AlphaScreen FBW7–phospho-cyclin E peptide binding, activator screen | normalized activity (activation), % at 26.1 µM | 0.13% of 650,000 active | AID 1259310; in the data active means normalized activity above about 1.9%;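 further: purified mutant Fbw7 with reduced substrate affinity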
Target sequence (Q969H0 whole entry, looked up): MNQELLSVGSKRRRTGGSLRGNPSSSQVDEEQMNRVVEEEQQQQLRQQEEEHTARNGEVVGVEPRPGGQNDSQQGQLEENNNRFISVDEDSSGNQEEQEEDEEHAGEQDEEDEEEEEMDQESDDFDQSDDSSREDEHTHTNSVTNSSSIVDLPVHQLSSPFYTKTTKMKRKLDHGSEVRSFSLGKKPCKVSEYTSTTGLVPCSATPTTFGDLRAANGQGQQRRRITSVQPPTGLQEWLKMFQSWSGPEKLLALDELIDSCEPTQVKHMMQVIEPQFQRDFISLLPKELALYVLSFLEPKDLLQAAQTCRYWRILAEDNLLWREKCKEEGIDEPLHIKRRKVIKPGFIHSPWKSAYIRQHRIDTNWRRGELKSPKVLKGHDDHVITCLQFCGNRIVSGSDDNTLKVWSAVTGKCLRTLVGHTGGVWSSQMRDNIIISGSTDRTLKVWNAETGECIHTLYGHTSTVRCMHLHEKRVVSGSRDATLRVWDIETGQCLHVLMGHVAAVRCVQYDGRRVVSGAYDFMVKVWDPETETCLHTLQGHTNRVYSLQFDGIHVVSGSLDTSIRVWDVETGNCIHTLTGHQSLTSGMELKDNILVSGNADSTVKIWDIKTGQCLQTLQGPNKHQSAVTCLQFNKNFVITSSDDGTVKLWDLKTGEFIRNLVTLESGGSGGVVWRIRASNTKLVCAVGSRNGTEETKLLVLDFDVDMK
An asterisk follows results filed as active.

1. O=C(Cn1c(=O)oc2cc(S(=O)(=O)N3CCCC3)ccc21)N1CCc2ccccc21
2. CN(CCOc1ccc(/C=C2/SC(=O)NC2=O)cc1)c1cnccn1
3. COc1cc(-c2cc(N)n(S(=O)(=O)c3ccc(F)c(C)c3)n2)cc(OC)c1OC
4. CCc1cc(NCCCOC)n2nc3nc(C)cc(C)c3c2n1
5. CC(NC(=O)/C(=C/c1ccccc1)NC(=O)c1ccc(Br)o1)C(=O)O (centres undefined)
6. C#CCn1c(=NC(C)=O)sc2ccccc21
7. CCN1CCN(C(=O)C(c2ccccc2)c2ccccc2)CC1
8. COCc1cc(C)n(CC(=O)Nc2ccccc2Br)c(=O)c1C#N
entry no.	1	2	3	4	5	6	7	8
GPR151 ag	1.2	1.5	4.3	0.9	0.8	3.2	-1.8	0.4
MITF primary	1	-16	7	-1	-10	-1	-4	14
TEAD-YAP block	3	-6	19	6	14	0	2	6
FBW7 act	-0.2	-0.2	0.1	0.1	0.0	-0.1	0.0	0.2

Full records as entered above. Order of screens: GPR151 ag, MITF primary, TEAD-YAP block, FBW7 act
C#CCn1c(=NC(C)=O)sc2ccccc21 is listed with 3.2, -1, 0, -0.1
CCN1CCN(C(=O)C(c2ccccc2)c2ccccc2)CC1 is listed with -1.8, -4, 2, 0.0
CN(CCOc1ccc(/C=C2/SC(=O)NC2=O)cc1)c1cnccn1 is listed with 1.5, -16, -6, -0.2
CC(NC(=O)/C(=C/c1ccccc1)NC(=O)c1ccc(Br)o1)C(=O)O (centres undefined) is listed with 0.8, -10, 14, 0.0
COc1cc(-c2cc(N)n(S(=O)(=O)c3ccc(F)c(C)c3)n2)cc(OC)c1OC is listed with 4.3, 7, 19, 0.1

Following part.
9. CC(=O)c1c(C)oc2c(Cl)cc(NS(=O)(=O)c3c(C)cc(C)cc3C)cc12
10. CC(=O)N(C)c1ccc(N=Cc2ccc3ccccc3c2)cc1
11. O=C(c1ccc(SCc2ccccc2Cl)c([N+](=O)[O-])c1)N1CCCC1
12. NC(=O)c1c(NC(=O)CN2C(=O)c3ccccc3C2=O)sc2c1CCCC2
13. CCSc1nc2c(c(=O)n1Cc1ccccc1)C1(CCCCC1)Cc1ccccc1-2
14. CCOC(=O)C1=C(N)OC(C)=C(C(C)=O)C1c1cccnc1 (centres undefined)
15. Cc1ccc(C(C)C)cc1OCCCCN1CCOCC1
16. COc1ccc(CNc2cc(C)nc3c4c(C)cc(C)nc4nn23)cc1
entry no.	9	10	11	12	13	14	15	16
GPR151 ag	-0.7	-0.5	2.4	0.8	0.1	0.6	1.4	1.2
MITF primary	10	14	21	-6	7	13	79*	-6
TEAD-YAP block	10	11	1	0	-4	5	10	-3
FBW7 act	0.5	0.5	0.0	0.0	-0.1	0.1	-0.3	0.0

17. O=C(NCCCN1CCCC1=O)c1ccnc(Nc2cnccn2)c1
18. N#CC1=C(N)OC2=C(C(=O)CCC2)C1c1ccc(C#N)cc1 (centres undefined)
19. COC(=O)c1c(OCCc2ccccn2)cc(=O)n2c1CCN(CCC(C)C)CC2
20. CCn1c(C)[n+](CCC(C)S(=O)(=O)O)c2cc(Cl)c(Cl)cc21 (centres undefined)
21. Nc1nnc(SCC(=O)OCC(=O)Nc2ccccc2F)s1
22. COc1cc(OC)c(C(C)=O)cc1Cl
23. CSc1ccc(CNCCNC(=O)c2ccco2)cc1
24. CCOC(=O)c1c(NC(=O)/C=C/c2ccc(N(C)C)cc2)sc2c1CCC2
entry no.	17	18	19	20	21	22	23	24
GPR151 ag	3.9	1.1	-0.8	0.2	-1.6	0.1	-0.2	-1.5
MITF primary	0	2	-26	5	23	5	30	12
TEAD-YAP block	0	14	-3	4	0	1	1	4
FBW7 act	0.3	0.1	0.1	0.0	0.2	0.0	0.0	0.0

25. Cc1ccc(C(=O)Nc2sc3c(c2C(N)=O)CCCCC3)o1
26. CCOc1ccc2nc(N3CCC(C(=O)N4CCC(C(N)=O)CC4)CC3)sc2c1
27. CC(C)c1ccc(NC(=O)c2ccc(F)c(S(N)(=O)=O)c2)cc1
28. Cc1cc(OC(C)C(=O)N2CCc3ccccc32)ccc1Cl (centres undefined)
29. COc1ccc(C2C(C#N)=C(N)N(c3ccc(Cl)cc3)C3=C2C(=O)CC(C)(C)C3)cc1OC (centres undefined)
30. CC(C)n1c2c(=O)n(C)c(=O)n(C)c2n2c(-c3ccc(Br)cc3)nnc12
31. CC(=O)Nc1ccc(S(=O)(=O)n2nc(C)c(C)c2C)cc1
32. CCOc1cc(/C=c2\sc3nc4ccccc4n3c2=O)cc(I)c1OC
entry no.	25	26	27	28	29	30	31	32
GPR151 ag	-4.4	-1.1	0.1	-1.1	0.1	1.8	-1.7	-0.9
MITF primary	-3	1	6	12	-10	-2	-1	11
TEAD-YAP block	55*	19	-20	11	-9	-18	-5	0
FBW7 act	0.0	-0.1	0.0	0.5	0.0	-0.1	-0.1	0.7

33. SC(COCc1ccccc1)CN1CCN(Cc2ccccc2)CC1 (centres undefined)
34. O=C(O)CCS(=O)(=O)c1ccc2[nH]c(=O)c(=O)[nH]c2c1
35. COc1ccc(-c2cc(C(=O)Nc3cccc(O)c3)no2)cc1
36. Cc1ccc2c(c1)N(Cc1c(C)noc1C)C(=O)C(F)(F)O2
37. O=C(Cn1ccc2ccccc2c1=O)N1CCN(Cc2ccc3c(c2)OCO3)CC1
38. CCOc1cc(C(=O)N2CCc3cc(OC)c(OC)cc3C2COc2ccc(C(=O)OC)cc2)cc(OCC)c1OCC (centres undefined)
39. CSC1=NSC2=NC(=O)/C(=C\c3ccc([N+](=O)[O-])o3)C(=N)N12
40. Cc1ccc2c(CC(=O)Nc3nc(C)cs3)coc2c1
entry no.	33	34	35	36	37	38	39	40
GPR151 ag	1.0	-0.6	-5.3	1.3	-0.7	2.7	0.1	0.4
MITF primary	7	12	1	-2	-7	4	85*	5
TEAD-YAP block	0	3	90*	3	-2	-5	-12	-26
FBW7 act	-0.3	0.0	0.0	0.1	0.0	0.0	-0.7	-0.2

41. CN(Cc1ncc[nH]1)C(=O)CC1C(=O)NCCN1CC1CCCCC1 (centres undefined)
42. COc1ccc(/C=C(/NC(=O)c2ccccc2)C(=O)Nc2ccc(F)cc2)cc1OC
43. CCOc1ccc(-c2cn3c(CC(=O)N4CCN(c5ccccc5)CC4)csc3n2)cc1
44. C=CCN(CC=C)S(=O)(=O)c1cccc(N2C(=O)c3ccccc3C2=O)c1
45. CCOC(=O)c1c(-c2cccs2)csc1/N=C/C1C(=O)NC(=S)NC1=O
46. COc1cccc(C(=O)Oc2cc(C)[nH]c(=O)c2[N+](=O)[O-])c1OC
47. CCC(=O)N(CC1CCCO1)c1nc(-c2ccc(C)cc2)cs1 (centres undefined)
48. Cc1ccc(C23CC4CC(CC(C4)C2)C3)c(N)c1
entry no.	41	42	43	44	45	46	47	48
GPR151 ag	-0.4	-0.4	0.7	1.3	0.8	1.5	-2.5	0.4
MITF primary	7	67*	55*	2	20	-1	15	4
TEAD-YAP block	0	4	0	8	-5	-1	-7	2
FBW7 act	-0.1	0.0	0.0	-0.1	-0.1	-0.1	1.0	0.0

Continued.
Every second line gives: GPR151 ag	MITF primary	TEAD-YAP block	FBW7 act
[49] S=C(Nc1ccc(Cl)cc1)N1CCN(Cc2ccc3c(c2)OCO3)CC1
 : -1.0	13	-3	0.1
[50] Cc1nn2cc(-c3ccccc3)nc2s1
 : -8.9	18	4	0.3
[51] CCCCN1C(=O)CCc2cc(NC(=O)COc3ccc(C)cc3)ccc21
 : 0.8	23	6	0.2
[52] CN1CCN(C(=O)c2ccc(-c3nc(N)c4ncn(CCN5CCCC5=O)c4n3)cc2)CC1
 : 3.0	13	-6	0.0
[53] CCCn1c(CCCNC(=O)C(C)C)nc2ccccc21
 : 1.7	-1	3	0.0
[54] COCC1CCCCN1C1CCN(c2nc(C)c3ccc(OC)cc3n2)CC1 (centres undefined)
 : -0.8	-21	-18	0.0
[55] CCC(CC)C(=O)N1CCN(c2ccc(C)nn2)CC1
 : 0.0	-8	-3	0.0
[56] CN1[C@@H](C(=O)Nc2cccc(O)c2)C[C@@H](c2ccc(F)cc2)NS1(=O)=O
 : 0.3	5	12	0.7
[57] COCCNC(=O)c1cnn2c(C)c(Cc3cc(C)ccc3C)c(C)nc12
 : 1.0	3	-19	0.0
[58] O=C(O)c1c(CNCc2cccnc2)c2ccccc2n1Cc1ccc(Cl)cc1
 : -0.2	-8	9	-0.3

Next part.
Every second line gives: GPR151 ag	MITF primary	TEAD-YAP block	FBW7 act
[59] N#CCN(CC#N)C(=O)c1cccc(I)c1
 : -1.7	-1	-7	0.1
[60] COc1cc([N+](=O)[O-])ccc1NC(=O)Nc1ccc(C(=O)O)cc1
 : -0.8	-5	-2	-0.2
[61] CC(C)NS(=O)(=O)c1ccc(OCC(=O)Nc2cccc(F)c2)c(Cl)c1
 : 0.3	6	-11	0.9
[62] CCC(C)c1ccc(NC(=O)c2ccc(Br)o2)c(O)c1 (centres undefined)
 : -0.2	15	-2	0.3
[63] O=C(Nc1ccc(Br)cc1F)c1cc(S(=O)(=O)N2CCN(c3ccccc3F)CC2)ccc1F
 : 0.4	2	-4	-0.1
[64] COc1ccc(-c2nnc(Nc3ccc(Cl)c(Cl)c3)c3ccccc23)cc1
 : -0.7	3	3	0.4
[65] O=C(CSc1nc2ccccc2c(=O)n1Cc1ccc2c(c1)OCO2)NCCc1ccccc1
 : 1.4	7	14	-0.1
[66] CCOC(=O)C(C(C)C)N(Cc1ccccc1C)S(=O)(=O)c1ccc([N+](=O)[O-])cc1 (centres undefined)
 : -0.2	21	3	-0.1
[67] COc1ccc(C2C(C#N)=C(N)N(N(C)C)C3=C2C(=O)CCC3)c(OC)c1OC (centres undefined)
 : 0.5	-19	8	0.6
[68] CC(C)C(=O)N1CCN(c2ccc(NC(=O)c3ccc4c(c3)OCCO4)cc2Cl)CC1
 : -0.1	-13	-17	-0.2

Additional results:
Every second line gives: GPR151 ag	MITF primary	TEAD-YAP block	FBW7 act
[69] CN(Cc1nc(-c2cccnc2)no1)S(=O)(=O)c1ccccc1
 : -1.5	-1	2	-0.2
[70] Cc1cc(C(=O)NCC2COc3ccccc3O2)c2ccccc2n1 (centres undefined)
 : 0.1	13	4	0.0
[71] Cc1ccccc1C1(CC(=O)N2CCCCCC2)CC(=O)N(Cc2cccnc2)C1=O (centres undefined)
 : -1.3	16	-3	1.1
[72] CC1(C)CC(OC(=O)c2ccco2)CC(C)(C)N1OC(=O)CCCN1C(=O)c2ccccc2C1=O
 : 2.7	-6	-3	0.1
[73] CCCC1CCC(c2nc(-c3c(F)cccc3F)no2)CC1 (centres undefined)
 : 2.2	-1	0	0.0
[74] COc1cc([N+](=O)[O-])cc(/C=N/NC(=O)c2ccc(NC(=O)c3ccccc3C)cc2)c1O
 : 0.1	5	7	0.0
[75] Cc1sc2ncn(CC(=O)Nc3ccc4c(c3)OCCO4)c(=O)c2c1C
 : 0.1	5	14	0.0
[76] O=C(CSc1nc(C2CC2)nc2sc3c(c12)CCCC3)NNC(=O)c1ccco1
 : -2.1	-6	-11	0.1
[77] Cc1cc2nc(SCC(=O)N3CCCCC3)[nH]c2cc1C
 : -0.9	7	-52	-0.1
[78] CCOc1ccccc1Nc1nc(Cl)nc(Nc2ccccc2OCC)n1
 : -0.4	1	6	0.1

(continued)
Every second line gives: GPR151 ag	MITF primary	TEAD-YAP block	FBW7 act
[79] CN(C(=O)c1cccc(S(=O)(=O)N(C)C)c1)c1ccccc1C(=O)O
 : 1.8	-3	-14	0.1
[80] CCN(C(=O)Cc1cc(=O)oc2cc(C)ccc12)c1ccccc1
 : 1.2	6	-2	-0.3
[81] CN(C)c1ccc(/C=[N+](\[O-])C(C)(C)/C=N/O)cc1
 : 0.0	16	-5	0.0
[82] O=S(=O)(c1c(Cl)cccc1Cl)N1CCNCC1
 : -0.4	17	-12	-0.1
[83] C#CC(O)(c1ccccc1)c1ccc(OC)cc1 (centres undefined)
 : 0.6	-2	10	0.0
[84] c1cc(-n2cnc3c(NCCN4CCOCC4)nc(-c4ccc(N5CCOCC5)nc4)nc32)cs1
 : 1.3	3	26	0.2
[85] O=C1N/C(=C/c2ccc(N3CCOCC3)o2)C(=O)N1Cc1ccc(Br)cc1
 : -1.2	1	21	0.0
[86] COc1ccc(-c2cn(CC(=O)NCc3cccs3)nc2N(C)C)cc1
 : 0.0	-5	10	-0.2
[87] CC(C)c1ccc(C2CC(c3ccc(F)cc3)=NN2c2nc(-c3ccc4ccccc4c3)cs2)cc1 (centres undefined)
 : 0.4	9	-4	0.1
[88] COc1ccc(C(=O)c2sc3nc(C)cc(C)c3c2N)cc1OC
 : -0.2	19	5	0.2

Next section.
Every second line gives: GPR151 ag	MITF primary	TEAD-YAP block	FBW7 act
[89] CCn1cc(C(CC(=O)O)C(=O)O)c2ccccc21 (centres undefined)
 : -0.7	15	15	0.0
[90] N#Cc1ccc(OCC(=O)NNC(=S)NC(=O)C2CC2)cc1
 : 0.3	16	6	-0.2
[91] CC12C=CC(CO)(O1)C1C(=O)N(c3ccccc3[N+](=O)[O-])C(=O)C12 (centres undefined)
 : -1.2	10	-1	-0.1
[92] C=C(C)Cn1c(SCC(=O)O)nnc1-c1ccc(Cl)cc1
 : 0.5	5	5	0.2
[93] OC(c1ccccc1)c1nnc(SCc2ccccc2)n1-c1ccccc1 (centres undefined)
 : 1.4	-4	0	0.1

Bioassay records deposited in PubChem by The Scripps Research Institute Molecular Screening Center.
